Source: PubChem (several laboratories)
Vif inh – blocks HIV Vif function | HEK293T cells, Vif self-association by quenched fluorescence, imaging, 24 h | inhibition, % at 7.49 µM | actives 0.35% (n = 340,000) | AID 602346; in the data active means inhibition above about 50%, passing the limit was not always enough; further: some results filed as inactive read as strong as hits
aDG glyco act – alpha-DG glycosylation activation. AID 624168. Pro5-aDG cells, alpha-DG glycosylation AlphaScreen (IIH6); 0% Pro5, 100% B10-LARGE cell signal. actives 0.22% (n = 360,000). activation, % at 10 µM;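 active means activation of at least 8% versus controls, or a plate z-score of at least 8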;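 further: Pro5 are CHO cells carrying HIG-tagged alpha-DG that lacks glycosylation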
Granule exo inh – blocks lytic granule exocytosis. TALL-104 LAMP-1 surface exposure, flow cytometry; cells stimulated with thapsigargin and PMA. inhibition, % at 10 µM. actives 0.66% (n = 360,000);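 active means inhibition above about 55%, limit read from the data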
Cardio protect – myocardial damage modulation in H9c2 cells. actives 0.63% (n = 360,000). AID 588492. H9c2 cardiomyocytes, H2O2 injury protection, ATPLite, 2 h. protection from H2O2 cell death, % at 20 µM;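 active means compounds giving at least 50% protection of heart cells from peroxide-induced death in the single-dose screen, raw or plate-pattern-corrected value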;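 further: 0% = DMSO wells with peroxide and 100% = DMSO wells without peroxide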
Glyco luc inh – blocks N-linked glycosylation in D54 reporter cells | reporter increase, % at 12.5 µM | D54 ERlucT glycosylation luciferase reporter, 24 h; percent of 100 nM tunicamycin response | AID 588692 | actives 0.23% (n = 360,000);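 active means mean luciferase reporter signal, scaled so untreated is 0 and the glycosylation-blocking control 100, at or above a set limit in every replicate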;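 further: luciferase carries N-glycosylation sites so blocking glycosylation raises the light; 0% = median of neutral control wells and 100% = median of 100 nM tunicamycin wells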
ABCB6 inh MLPCN – human ABCB6 transporter inhibition; K562-ABCB6 porphyrin accumulation, flow cytometry, 1 h; hits give low values; fluorescence ratio to DMSO, % at 10 µM; actives 0.19% (n = 360,000); AID 602162;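 active means fluorescence ratio to DMSO below 75%, the collection mean minus 3 SD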;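 further: signal is porphyrin accumulated inside mitochondria; 100% equals median channel fluorescence of DMSO control wells; lower ratio means ABCB6 inhibition with less porphyrin fluorescence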
PDI inh – PDI (human) enzyme inhibition. P07237. PDI insulin aggregation turbidity, A650, 90 min. inhibition, % at 10 µM. actives 0.052% (n = 350,000). AID 588391;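 active means mean inhibition across replicates of 30% or more, whatever share of single replicates reach that level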;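 further: absorbance from insulin aggregation driven by PDI reduction with DTT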
Target sequence (P07237 whole entry, looked up): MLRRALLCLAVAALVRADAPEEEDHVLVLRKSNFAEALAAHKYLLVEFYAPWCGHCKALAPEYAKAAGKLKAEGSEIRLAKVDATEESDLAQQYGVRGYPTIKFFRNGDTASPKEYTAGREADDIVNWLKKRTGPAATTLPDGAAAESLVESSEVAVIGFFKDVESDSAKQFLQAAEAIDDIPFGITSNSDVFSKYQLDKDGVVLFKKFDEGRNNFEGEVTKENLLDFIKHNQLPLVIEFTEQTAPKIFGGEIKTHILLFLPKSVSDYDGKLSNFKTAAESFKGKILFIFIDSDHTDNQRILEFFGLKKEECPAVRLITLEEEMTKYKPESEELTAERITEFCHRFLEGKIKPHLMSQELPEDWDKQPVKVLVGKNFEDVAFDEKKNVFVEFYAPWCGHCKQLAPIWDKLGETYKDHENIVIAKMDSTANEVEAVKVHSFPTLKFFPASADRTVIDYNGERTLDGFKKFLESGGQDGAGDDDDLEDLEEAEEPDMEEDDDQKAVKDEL
iPSC survival up – hiPSC single-cell survival enhancement | ATPlite luminescence; 100% = ROCK inhibitor wells, 0% = DMSO | survival enhancement, % at 20 µM | actives 0.044% (n = 360,000) | AID 602274; in the data active means survival enhancement above about 18%;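 further: cells exposed to compounds for 16 hours before the ATP read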
CaV13 FRET inh – Primary screen for inhibitors of IQ motif and Ca2+-dependent inactivation inhibitor domain binding in CACNA1D, Förster resonance energy transfer in living cells, …; actives 0.098% (n = 340,000); HEK cells, CFP/YFP FRET ICDI-IQ, plate reader, 10 min; percent FRET-ratio fall versus neutral wells; inhibition, % at 12.3 µM;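 active means mean replicate inhibition of at least 30% and at least 1% of replicates passing that level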;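 further: 0% = median of the neutral control wells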
m5-HT2A agonist – agonists of mouse serotonin 5-HT2A receptor (HTR2A); CHO-K1 mHTR2A beta-arrestin complementation, luminescence; percent of 30 µM serotonin response; activation, % at 7.6 µM; actives 0.66% (n = 360,000);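 active means activation above a run cutoff, the mean activation of all tested compounds plus 3 SD, cut at about 14% in these data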;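 further: 0% = plate median of compound wells and 100% = 30 µM serotonin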
Target sequence (P35363 whole entry, looked up): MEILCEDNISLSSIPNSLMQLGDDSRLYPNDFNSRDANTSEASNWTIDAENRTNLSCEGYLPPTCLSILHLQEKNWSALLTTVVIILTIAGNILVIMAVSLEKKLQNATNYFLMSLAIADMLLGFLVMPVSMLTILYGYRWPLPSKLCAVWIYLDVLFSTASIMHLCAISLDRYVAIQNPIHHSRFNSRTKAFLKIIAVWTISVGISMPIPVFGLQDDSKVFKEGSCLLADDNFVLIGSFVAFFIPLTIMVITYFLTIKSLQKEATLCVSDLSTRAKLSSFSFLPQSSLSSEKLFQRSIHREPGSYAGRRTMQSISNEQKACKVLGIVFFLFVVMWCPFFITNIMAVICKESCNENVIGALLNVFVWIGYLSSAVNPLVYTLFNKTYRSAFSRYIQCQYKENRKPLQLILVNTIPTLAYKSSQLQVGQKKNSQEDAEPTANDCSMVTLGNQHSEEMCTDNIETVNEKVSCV
Numbers without * were called inactive; · = no result given.

Compound	Cardio protect	CaV13 FRET inh	Granule exo inh	iPSC survival up	m5-HT2A agonist	PDI inh	Vif inh	Glyco luc inh	ABCB6 inh MLPCN	aDG glyco act
CC(C)CSc1n[nH]c(N)n1	4	13	2	1.2	-1	-6	0	0	97	0.2
C=CCN(CC=C)CCOc1ccc2ccccc2c1	-4	-7	-4	-1.0	0	11	4	-2	100	0.1
O=C(COc1cccc(F)c1)Nc1nc(-c2ccccn2)cs1	59*	-10	-4	0.5	-5	-2	13	-1	99	1.1
Nc1cc([N+](=O)[O-])ccc1Nc1ccccc1	-7	-6	-3	-0.4	4	19	-2	2	99	0.8
O=C(Oc1cc(Cl)ccc1Cl)C1=CC=CN2CCS(=O)(=O)N=C12	3	-16	0	1.4	7	-3	-1	3	100	0.1
Cc1ccc(NS(=O)(=O)c2ccc(C(=O)NCC3CCCO3)cc2)cc1 (centres undefined)	-11	-3	2	-0.5	1	1	-1	-1	98	-0.1
CCC(C)C(=O)OCC1(c2ccc(C)cc2OC(=O)C(C)C)CO1 (centres undefined)	-1	·	-3	0.8	6	·	-32	3	96	-0.3
CN(C(=O)C1CCC(CNS(=O)(=O)c2cccc3cccnc23)CC1)C1CCCCC1 (centres undefined)	-2	-4	-2	0.0	-3	9	2	-3	104	0.4
Cc1nn(-c2ccc(Cl)cc2)c(=O)c2ccccc12	-1	-4	0	3.9	-2	-7	-8	-1	98	0.0
COc1cc2ccccc2cc1C(=O)Nc1nccs1	27	-6	26	-1.9	9	-3	8	3	100	4.0*
CC(=O)Nc1ccc(CN2CCN(CCC(C)C)C(CCO)C2)cc1 (centres undefined)	-6	-3	-1	-0.3	-2	11	-2	-1	98	0.1
NS(=O)(=O)c1ccc(NCc2ccccc2OCc2ccc(F)cc2)cc1	-23	0	-5	-1.2	-8	-2	·	-1	95	1.4
Cc1ccccc1OCC(=O)Nc1cccc(NC(=O)c2ccco2)c1	-9	-5	-1	1.0	-3	6	-1	1	96	0.5
Cc1ccc(/C=C/C(=O)NC(=S)Nc2ccccc2C(=O)NC2CCCCC2)cc1	-4	-8	3	-0.8	2	-6	-2	13	95	0.0
CC(C)c1nnc(NC(=O)CCC(=O)N2CCN(c3cccc(Cl)c3)CC2)s1	-2	-7	4	-0.4	11	-12	-2	-2	110	-0.3
CCCS(=O)(=O)N1CCCC(C(=O)NCCN(CC)CC)C1 (centres undefined)	8	·	2	3.9	0	-1	2	2	103	-0.2
CC(C)C(=O)N1CCC1(C)C(=O)NCc1cc(Cl)ccc1F (centres undefined)	4	-7	-7	-1.3	0	-3	16	2	100	-0.1
COc1ccccc1CNC(=O)Cn1nnnc1CN(C)C(C)C	3	-3	0	-0.4	6	0	0	1	98	0.2
C=CCNc1ccc(F)c(F)c1N1CCCCCC1=O	14	·	-2	3.4	3	-2	-9	2	114	0.1
COc1ccc(C(=O)NC2CCN(C(=S)Nc3cccc(C)c3)CC2)cc1	2	-10	5	0.9	-7	-5	10	-2	101	0.0
O=C(NCCNC(=O)c1cccnc1)c1ccc(Br)cc1	-2	-8	0	0.2	9	0	·	1	96	-0.1
COc1ccc(NC(=O)Nc2cccc3ccccc23)c(OC)c1	-4	-5	-3	-0.5	-3	24	11	0	97	-0.1
CC(C)N1CCN(S(=O)(=O)c2ccccc2)c2ccccc21	-8	-13	-1	-1.2	-5	-1	-8	0	99	0.0
OCCCCc1nccc2c1[nH]c1ccccc12	8	-19	-6	-0.4	0	-1	-1	0	100	-0.1
CCC(=O)Nc1nc(-c2cc([N+](=O)[O-])cs2)cs1	1	-14	1	-0.6	-4	8	-1	2	99	0.3
CCN(CCO)Cc1csc2c(Br)cccc12	-5	·	0	5.8	1	-10	2	0	93	0.3
O=C(c1cc(-c2ccc(Cl)cc2Cl)on1)N1CCCC1	-17	-3	18	-0.7	-1	-6	-2	-17	100	0.0
CCn1cc(C(=O)NCC2CCCO2)c(=O)c2cc(S(=O)(=O)N3CCC(C)CC3)ccc21 (centres undefined)	1	-4	1	-1.1	-6	-3	-1	-1	104	-0.1
CCN(CC)S(=O)(=O)c1ccc(NC(=O)c2ccccn2)cc1	-5	-4	3	-4.5	-6	3	4	-2	88	-0.1
CC1CCCC(C)N1C(=O)CN1C(=O)NC2(CCOc3ccccc32)C1=O (centres undefined)	6	-2	-22	0.6	12	1	6	3	100	0.3
O=C1NC[C@H](CCCCN2C[C@H](Cc3ccc(O)cc3)N(Cc3ccccc3)C(=O)C2=O)N(CCc2ccccc2)C1=O	·	-5	-6	0.5	7	·	·	·	97	-0.1
O=C(O)Cc1coc(-c2ccc(F)cc2)n1	2	·	-2	5.2	1	-3	-3	0	92	-0.2
Cc1cc(=O)[nH]c2c1cnn2Cc1ccccc1	6	·	2	-3.9	2	-7	·	4	201	-0.1
Cc1[nH]n(-c2ncc(-c3ccccc3)s2)c(=O)c1C(c1ccc(Cl)cc1)C(C#N)C#N (centres undefined)	0	-5	-4	1.5	0	14	-2	-1	99	-0.3
CCN(CC(=O)NC(C)C)Cc1nc2sc3c(c2c(=O)[nH]1)CCC3	64*	·	-6	-1.5	3	-4	-8	3	102	0.4
CC(C)c1nc(N2CCOCC2)c(C#N)c2c1CCC2	-8	·	0	-0.4	1	-8	-12	-1	100	0.0
NC(=O)c1ccc(NC(=O)COC(=O)CC2Sc3ccccc3NC2=O)cc1 (centres undefined)	-1	-6	11	1.2	-3	18	18	0	99	-0.1
Cc1ccc(C(C(=O)NC(C)(C)C)N(C(=O)c2csnn2)c2cccc(F)c2)o1 (centres undefined)	-2	·	0	1.1	8	-3	-1	3	102	0.2
CCN(CC)S(=O)(=O)c1ccc(N2CCCC2)c(NS(=O)(=O)c2cccs2)c1	2	-4	0	0.5	4	22	2	-1	90	0.4
CCC(=O)N1CCc2cc(S(=O)(=O)NCCC(=O)N3CCN(c4ccccc4)CC3)ccc21	-10	-3	1	-0.2	6	3	2	-2	108	0.5

A stretch from further up, for reference:
Compound	Cardio protect	CaV13 FRET inh	Granule exo inh	iPSC survival up	m5-HT2A agonist	PDI inh	Vif inh	Glyco luc inh	ABCB6 inh MLPCN	aDG glyco act
CCN(CC)S(=O)(=O)c1ccc(N2CCCC2)c(NS(=O)(=O)c2cccs2)c1	2	-4	0	0.5	4	22	2	-1	90	0.4
CCC(=O)N1CCc2cc(S(=O)(=O)NCCC(=O)N3CCN(c4ccccc4)CC3)ccc21	-10	-3	1	-0.2	6	3	2	-2	108	0.5

Next records follow:
Compound	Cardio protect	CaV13 FRET inh	Granule exo inh	iPSC survival up	m5-HT2A agonist	PDI inh	Vif inh	Glyco luc inh	ABCB6 inh MLPCN	aDG glyco act
O=C1Nc2ccccc2/C1=C/c1ccnc2ccccc12	-3	-18	0	1.8	4	-6	0	-3	98	0.2
Cc1ccc(Cn2nnnc2CN2CCC(c3nc4ccc(Cl)cc4[nH]3)CC2)cc1	4	-10	4	2.3	-6	-5	·	-1	89	3.5
Cc1ccc2nc(SCC(=O)N3CCN(c4ccccc4)CC3)nc(=O)n2c1	-2	-5	4	-0.5	2	-4	-1	0	96	0.5
CCOc1ccccc1NC(=O)CSc1nc2ccccc2nc1N1CCOCC1	5	-4	7	-2.5	5	·	-4	-6	99	0.2
Cc1cnc(C(=O)OCC(=O)c2ccc(C3CCCCC3)cc2)cn1	-5	-2	2	-0.1	-2	0	-20	-2	99	-0.1
COc1cc(O)c(C(CCN2CCOCC2)c2cc(OC)c(OC)c(OC)c2)c(OC)c1 (centres undefined)	-3	-9	-11	-2.0	2	4	-6	1	101	0.0
CCc1nnc(NC(=O)CCC(=O)NCCc2ccccc2)s1	11	-1	-6	0.2	-5	-6	4	0	102	2.6
COc1cccc(NC(=O)c2ccccc2)c1	-11	-8	-5	-1.4	3	1	-5	-1	96	0.1
COc1cc(CNC2CCCCCCC2)c(Br)cc1OCCO	-7	6	1	-0.3	-3	1	-4	0	111	0.0
CCOc1ccc(S(=O)(=O)N2CCCC(C(=O)NCc3cccnc3)C2)cc1Cl (centres undefined)	-13	-4	4	-0.6	4	-12	6	4	93	0.2
O=C(Nc1ccon1)c1ccc2c(c1)OCO2	-1	-9	0	-1.2	2	7	1	-1	98	-0.1
CCc1ccc(-c2csc(NC(=O)c3cccnc3)n2)cc1	-3	-1	-2	-2.4	-4	-2	-23	1	97	1.8
CCOC(=O)[C@H]1[C@H]2COc3ccccc3[C@@H]2N2C(=O)[C@@H](CO)NC(=O)[C@@]12C	-3	-10	-3	-2.5	-2	-1	2	-3	99	-0.1
CCOc1ccc(S(=O)(=O)N(C)CCO)cc1-c1nc2c(C(C)(C)C)nn(C)c2c(=O)[nH]1	56*	·	0	-0.1	4	0	·	0	95	-0.5
O=C1c2cccc([N+](=O)[O-])c2C(=O)N1c1ccccc1	-2	-7	2	2.8	-2	-15	7	2	101	0.1
CC1=CC2=C(C=O)C(=O)C(C)(O)C(O)C2=CO1 (centres undefined)	-3	-17	-3	0.5	2	10	·	0	98	-0.3
CN(c1cccc(NC(=O)c2ccccc2N(Cc2ccccc2)S(C)(=O)=O)c1)S(C)(=O)=O	7	-2	-2	-0.5	7	9	10	0	93	-0.1
Cc1ccccc1Cn1ccc(NC(=O)c2nn(C)cc2[N+](=O)[O-])n1	-22	-15	-2	-2.5	4	-5	1	7	97	0.2
CSc1ccccc1OCc1cc(C(=O)NCc2csc(C(C)C)n2)no1	-4	-7	0	-0.3	-5	13	13	1	100	-0.1
CCOC(=O)N1CCN(Cc2nc3cc(NC(=O)c4ccco4)ccc3n2C)CC1	-3	-2	0	0.4	6	-9	-2	0	108	-0.6
CC(=O)Nc1ccc(NC(=O)/C=C/c2cccc(C(F)(F)F)c2)cc1	7	-3	1	-0.7	-5	-6	·	1	100	-0.1
CSCCC(NS(=O)(=O)c1ccc(Cl)cc1)C(=O)OCC(=O)N(C(C)C)C(C)C (centres undefined)	-5	-4	0	3.4	4	-14	-3	-1	88	0.1
COc1ccc(-c2cc3c(=O)n(CC(=O)NCCCc4ccccc4)ncn3n2)cc1	-1	-3	2	-3.6	-2	·	-5	-2	99	0.1
O=[N+]([O-])c1ccc(NS(=O)(=O)c2ccc(Cl)c(Cl)c2)cc1	-17	-5	-17	0.2	-4	·	-10	-3	92	1.3
CCOC(=O)N1CCN(S(=O)(=O)N2CCCC(C(=O)NCc3cc(OC)ccc3OC)C2)CC1 (centres undefined)	6	-5	-6	-0.2	3	23	8	2	94	0.2
Cc1ccc(OCC(=O)NCCC2=CCCCC2)cc1	9	-19	2	-2.0	0	-3	-8	3	91	0.0
CCn1c(CSc2nc3ccccc3s2)n[nH]c1=S	1	-5	-3	7.5	0	-3	-2	2	98	0.1
CCOC(=O)N1CCC(NC(=O)c2cc(C(=O)NCc3ccc(F)cc3)ccc2CO)CC1	-8	-4	-1	-0.2	2	-1	1	0	105	0.0
O=C(O)CN1C(=O)C(=O)N(Cc2ccccc2F)C1=O	-3	-2	0	-0.3	-3	2	-12	3	97	0.0
COc1ccc(-n2nc(C(=O)NCC(=O)Nc3ccc(F)cc3)c3ccccc3c2=O)cc1	13	-2	18	0.7	-6	9	-5	5	95	-0.1
N/C(=N\OC(=O)c1cc([N+](=O)[O-])ccc1Cl)c1ccccn1	0	0	2	-0.7	-2	-2	-10	0	104	0.4
